Furin inhibitor = human furin inhibition | inhibition, % at 30 µM | P09958 | purified furin, fluorogenic substrate cleavage | AID 463115 | actives 0.061% (n = 220,000); in the data active = inhibition above about 25%; note: inactives centre near -15
PPC-1+TRAIL kill = PPC-1 cancer cell killing with TRAIL present; PPC-1 cells + TRAIL, ATPLite viability luminescence; cell killing (% activity), % at 4 µM; actives 0.41% (n = 220,000); AID 1443;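 active = cell killing above 50% in the first pass at 4 µM, then a duplicate retest at 5 µM averaging 50% or more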;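 note: plate controls were cells with TRAIL plus DMSO for no effect and medium-only wells lacking cells for full effect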
NCF1 inh = blocks human p47phox regulatory protein of NADPH oxidases. inhibition, % at 24.7 µM. p47phox/p22phox peptide binding, fluorescence polarization, 2 h. actives 0.53% (n = 220,000);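 active = inhibition above about 30%, limit read from the data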;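 note: 0% = p47phox with labelled peptide and 100% = labelled peptide alone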
Target sequence (P14598 whole entry, looked up): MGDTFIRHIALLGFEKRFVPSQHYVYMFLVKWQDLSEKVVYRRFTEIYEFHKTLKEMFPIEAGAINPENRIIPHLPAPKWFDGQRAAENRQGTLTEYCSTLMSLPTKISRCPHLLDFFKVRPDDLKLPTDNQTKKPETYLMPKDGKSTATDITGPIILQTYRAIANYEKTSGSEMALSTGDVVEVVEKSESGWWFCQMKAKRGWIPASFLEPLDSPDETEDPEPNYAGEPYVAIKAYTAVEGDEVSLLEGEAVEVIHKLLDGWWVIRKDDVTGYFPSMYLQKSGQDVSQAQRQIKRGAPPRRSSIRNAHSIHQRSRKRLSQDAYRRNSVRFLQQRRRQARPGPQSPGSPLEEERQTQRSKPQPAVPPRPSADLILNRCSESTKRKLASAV
RBBP9 inh = human RBBP9 hydrolase inhibition; recombinant RBBP9, FP-Rh probe fluorescence polarization; inhibition, % at 7.94 µM; actives 0.2% (n = 220,000);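 active = inhibition above the campaign mean of all tested compounds plus 3 SD, cut at about 14% in these data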;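 note: plate controls were DMSO wells with RBBP9 for no effect and wells lacking RBBP9 protein for full effect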
Target sequence (O75884 whole entry, looked up): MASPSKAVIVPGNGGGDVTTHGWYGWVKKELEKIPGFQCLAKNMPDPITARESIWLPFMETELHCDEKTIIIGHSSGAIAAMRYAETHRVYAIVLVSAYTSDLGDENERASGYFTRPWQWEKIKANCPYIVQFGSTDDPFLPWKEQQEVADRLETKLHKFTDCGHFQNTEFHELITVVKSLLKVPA
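System: RBBP9 protein / Buffer or medium: Tris/NaCl buffer pH 8.0 with 0.1% Pluronic / Probe or stimulus: Serine-hydrolase probe FP-Rh, 375 nM pre-mixing / Dosing: 7.94 µM single dose, 0.794% DMSO / Times: enzyme-compound preincubation 30 min, then probe labeling 45 min, 25 °C / Technique: fluorescence polarization (mP), excitation 525 nm, emission 598 nm / Replication: singlicate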
BaF3 parental = reduces parental Ba/F3 cell viability, JAK2V617F counter-screen | CellTiter-Glo ATP luminescence | inhibition, % at 5.6 µM | AID 1486 | actives 1.1% (n = 220,000);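 active = inhibition above a per-campaign cutoff, the mean inhibition of all tested compounds plus 3 SD, cut at about 27% in these data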;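 note: 0% = DMSO wells and 100% = JAK Inhibitor I control wells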
p97 inhibitor = inhibitors of human p97 ATPase; recombinant p97 ATPase, Kinase-Glo ATP luminescence, 3 h; inhibition, % at 8 µM; actives 0.42% (n = 220,000); AID 1481; in the data active = inhibition above about 15%;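 note: 0% = DMSO vehicle and 100% = wells lacking enzyme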
EP2 antag = inhibitors of human EP2 prostaglandin E2 receptor. actives 0.52% (n = 260,000). C6 glioma cells expressing human EP2, cAMP TR-FRET; cells stimulated with saturating PGE2. inhibition, % at 25 µM. P43116. AID 1422;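 active = percent inhibition above 40 after rounding to a whole number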;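 note: rat C6 glioma host cells with rolipram phosphodiesterase inhibitor present; the protocol text gives 20 µM as final concentration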
Target sequence (P43116 whole entry, looked up): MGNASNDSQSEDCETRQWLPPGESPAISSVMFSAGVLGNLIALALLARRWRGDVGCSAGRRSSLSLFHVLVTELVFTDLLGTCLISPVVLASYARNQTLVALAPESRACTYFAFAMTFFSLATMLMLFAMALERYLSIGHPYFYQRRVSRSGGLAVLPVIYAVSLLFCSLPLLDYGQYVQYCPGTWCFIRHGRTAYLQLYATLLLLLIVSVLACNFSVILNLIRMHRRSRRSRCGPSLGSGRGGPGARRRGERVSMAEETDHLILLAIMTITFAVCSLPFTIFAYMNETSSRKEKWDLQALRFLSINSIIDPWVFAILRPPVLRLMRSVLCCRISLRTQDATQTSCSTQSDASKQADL
Ba/F3 V617F tox = lowers viability of Ba/F3 cells expressing EpoR and JAK2V617F; inhibition, % at 5.6 µM; AID 1446; ATP luminescence; actives 1.1% (n = 220,000);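 active = inhibition above the campaign mean plus 3 SD over all tested compounds, cut at about 24% in these data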;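 note: cytokine-independent growth of Ba/F3 cells driven by EpoR plus mutant JAK2; 0% = DMSO-treated cells and 100% = JAK inhibitor I control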
Tb hexokinase = blocks Trypanosoma brucei hexokinase 1 activity; actives 0.11% (n = 220,000); inhibition, % at 10 µM; AID 1430; recombinant TbHK1, G6PDH-coupled NADH A340;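 active = inhibition of 50% or more in the single-dose primary screen; inactive = inhibition below 50%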
* marks the source's active call; other numbers are inactive results; · = not tested or not shown; & = joins results of further samples; [ ] = remark or other dose. These rows are one share of the data. The share of hits here may be higher or lower than overall.

Compound	PPC-1+TRAIL kill	Ba/F3 V617F tox	BaF3 parental	EP2 antag	p97 inhibitor	RBBP9 inh	Tb hexokinase	NCF1 inh	Furin inhibitor
O=C(CSc1nnc(-c2cnccn2)n1Cc1ccco1)c1ccc(Cl)c(Cl)c1	26	1	4	0	2	-2	-1	-4	-9
COc1ccc(-n2c(SC3CCOC3=O)nc3ccccc3c2=O)cc1OC (stereo not given)	12	-2	-2	7	8	-8	-20	-3	-30
CCCc1ccc(C(C)NC(=O)c2cnccn2)cc1 (stereo not given)	14	-1	6	23	-4	-9	2	-14	-12[20 µM]
Cc1cccc(C(=O)Nc2ccc(O)c3c(=O)cc(-c4ccccc4Cl)oc23)c1	17	-2	4	8	6	-9	-5	0	-14
CC1C(=O)CC(c2ccccc2)NC1c1ccccc1 (stereo not given)	14	-4	2	12	3	-6	-5	-2	-28[20 µM]
CCOc1ccc(-n2c(SCC(=O)NCc3ccco3)nc3c([nH]c4ccccc43)c2=O)cc1	·	-4	-1	21	1	-8	-2	·	15[20 µM]
N=C1C(c2nc3ccccc3s2)=C(O)CN1Cc1ccco1	17	-2	2	12	4	-6	-21	-27	-28[20 µM]
COc1ccc(C(=O)c2oc3ccc(OC)cc3c2NC(C)=O)cc1	7	2	1	6&7	-3	-7	-11	-3	-17
Cc1cccc(N(C(=O)Cn2nnc3ccccc32)C(C(=O)NCc2ccco2)c2ccncc2)c1 (stereo not given)	0	-2	1	4	1	-8	5	-15	-29
CCOC(=O)c1ccccc1NC(=S)N1CCCCC1	27	-1	3	4	0	0	-1	-16	-23
O=[N+]([O-])c1ccc(NC(=S)NCc2ccncc2)cc1	22	0	6	8	4	-10	-22	0	7
O=C(Cc1c[nH]c2ccccc12)Nc1ccc(N2CCOCC2)cc1	0	4	1	2	-2	-3	9	12	-7
COc1cc(CNc2ccc(N3CCOCC3)c(C(=O)O)c2)ccc1OCC(N)=O	5	-2	3	4	3	-8	-4	-10	-25
Brc1ccc(C2=Nn3c(Cn4nnc5ccccc54)nnc3SC2)cc1	-2	-2	1	8	5	9	1	1	-24
CC1(N2CCCCC2)C(=O)c2ccccc2C1=O	5	1	9	3	5	-1	-6	-7	-20
CCOC(=O)c1nc(N)c(=O)n(-c2ccc(C)cc2)n1	11	-4	-3	6	3	11	-3	3	-21[20 µM]
COc1ccc(C(=O)OCC2CC(c3ccccc3)N(C)O2)cc1 (stereo not given)	-3	-3	-1	8	-1	-6	-4	-8	-23[20 µM]
CC(=O)Nc1ccc(S(=O)(=O)NC(CC(=O)O)c2ccc(OC(C)C)cc2)cc1 (stereo not given)	-9	1	1	12	4	-4	-16	-6	-23
Cc1ccc2cccc(SCC(=O)N3CCOCC3)c2n1	5	-2	3	13	6	-6	2	-2	-18[20 µM]
Cc1onc(-c2ccccc2)c1C(=O)NC(CC(=O)O)c1ccc(OC(C)C)cc1 (stereo not given)	18	0	2	·	-3	-10	-2	-6	-11
O=C(NCc1ccco1)C1CC2CCC1C2 (stereo not given)	24	-1	6	7	5	-1	8	-9	-17[20 µM]
CCOc1ccc2sc(NS(=O)(=O)c3ccc(N)cc3)nc2c1	4	-5	-3	12	7	-4	-11	-32	-12
COc1cc2oc3ccccc3c2cc1N(CC(=O)N(C)C)S(=O)(=O)c1ccccc1	24	3	10	14	-5	1	-14	-6	-16[20 µM]
O=C(NC1CC1)c1ccc(-c2ccccc2)cc1	14	-1	4	10	4	-8	6	-5	-29
CCCc1cc(C(=O)N2CCC(N3CCC(C(=O)NC(C)C)CC3)CC2)n(C)n1	18	0	0	5	-3	-9	-8	-19	-20

Three entries out of the list, arranged by count of non-hydrogen atoms, high to low:
Compound	PPC-1+TRAIL kill	Ba/F3 V617F tox	BaF3 parental	EP2 antag	p97 inhibitor	RBBP9 inh	Tb hexokinase	NCF1 inh	Furin inhibitor
O=C(Cc1c[nH]c2ccccc12)Nc1ccc(N2CCOCC2)cc1	0	4	1	2	-2	-3	9	12	-7
COc1ccc(C(=O)OCC2CC(c3ccccc3)N(C)O2)cc1 (stereo not given)	-3	-3	-1	8	-1	-6	-4	-8	-23[20 µM]
Cc1ccc2cccc(SCC(=O)N3CCOCC3)c2n1	5	-2	3	13	6	-6	2	-2	-18[20 µM]

Next section:
Compound	PPC-1+TRAIL kill	Ba/F3 V617F tox	BaF3 parental	EP2 antag	p97 inhibitor	RBBP9 inh	Tb hexokinase	NCF1 inh	Furin inhibitor
CCOC(=O)NS(=O)(=O)c1ccc(CCNC(=O)c2cc(C)on2)cc1	-18	-1	0	4	3	3	-3	-4	-19
Cn1c(=O)c2cc(S(=O)(=O)Nc3cc(C(=O)O)cc(C(=O)O)c3)ccc2n(C)c1=O	5	-1	6	1	5	-2	-4	-4	-14
COC(=O)NCC1(C)CC(NC(=O)OC)CC(C)(C)C1 (stereo not given)	-2	-4	3	6	6	7	10	-7	-18[20 µM]
COCCn1c(=O)[nH]c2cc(C(=O)NCCN3CCN(c4ccc(OC)cc4)CC3)ccc2c1=O	24	-4	4	11	1	1	-13	-3	-15[20 µM]
Cc1ccc(CC(=O)O/N=C(\N)Cc2ccc([N+](=O)[O-])cc2)cc1	4	4	7	5	-6	-2	40	-7	-1
N#CC1C=Cc2ccccc2N1C(=O)c1ccccc1 (stereo not given)	11	-5	-1	12	3	-6	-7	-9	-24
CCCCCCCCCCCCCCCCn1cc[n+](CC(C)=O)c1	26[5 µM]	68*	75*	7	2	-4	39	96*	-11
Cc1c(NC(C)c2cc(Cl)ccc2O)c(=O)n(-c2ccccc2)n1C (stereo not given)	-15	-4	3	10	2	-2	-1	-4	-9[20 µM]
CC1CCC(C(C)C)C(=O)/C1=C/c1ccc(N)cc1 (stereo not given)	19	-5	1	11	0	-6	-30	-3	-9
COCCNC(=O)c1c(CSc2ccccc2)noc1C(=O)NCc1ccccc1	14	·	·	7	·	·	-11	-5	-29
Brc1cnc2nc(SCc3nc4ccccc4[nH]3)[nH]c2c1	26	-5	0	4	9	-1	-3	-18	-23
Cn1c(=O)c2c(nc(CN3CCCCC3)n2CCCc2ccccc2)n(C)c1=O	·	-2	3	5	-4	1	0	·	0[20 µM]
COc1ccc(/C=C/C(=O)c2ccc(NC3=NCCCS3)cc2)cc1OC	-17	-2	0	12	4	-11	-27	-28	-22
O=C(CSc1ncc(-c2ccccc2)n1CC1CCCO1)N1CCCCC1 (stereo not given)	12	5	11	4	2	1	-2	-11	-13
CC(C)(C)c1ccc(C(=O)Nc2ccc([N+](=O)[O-])cn2)cc1	27	-5	-3	2	4	-3	-8	1	-17
COc1ccc(-n2nc(C(=O)N3CCN(Cc4ccc5c(c4)OCO5)CC3)c3ccccc3c2=O)cc1	14	-2	3	10	1	-6	-14	10	-21
Cc1onc(-c2ccccc2)c1C(=O)N1CCCN(C(=O)c2c(-c3ccccc3)noc2C)CC1	-8	1	7	2	7	-1	-6	-7	4[20 µM]
Cc1ccc(/C=C/C(=O)NC(C)c2ccccc2)cc1 (stereo not given)	-1	-4	9	6	1	-3	37	-14	-8
CCn1c(NCc2ccccc2NS(=O)(=O)c2ccc(C)cc2)nc2ccccc21	-1	-1	9	6	2	-11	0	-2	-9
CC(=O)c1c(C)[nH]c(C(=O)NCCc2ccccc2)c1C	29	-1	3	14	3	-8	3	-2	-27
Cc1ccc(NCc2ccncc2)c(Br)c1	29	1	4	7	-1	-6	1	-1	-13
Cc1cc(F)c(F)c(C(=O)N2CCN(C)CC2)c1Cl	12	1	4	·	0	-9	3	2	-13
COc1ccc2[nH]c(C(=O)Nc3ccccc3Cl)cc2c1	18	0	-3	14	5	-9	-14	-19	-11
Cn1c(=O)c2c(O)c(C=NCc3ccccc3)c(=O)n(C)c2n(C)c1=O	13	-3	-4	8	1	-13	-112	-11	10
Cc1ccc(C(=O)N/N=C2/NC(=O)CC(C(=O)Nc3ccccc3)S2)cc1 (stereo not given)	19	2	4	17	0	0	-7	-4	-9
Cc1ccc2[nH]c(=O)c(CN(CCCN3CCOCC3)C(=O)Nc3cccc(Cl)c3)cc2c1	24	4	1	7	-4	-10	-15	-11	-13
COc1cc(OC)c2c(-c3ccccc3)cc(=O)oc2c1C(CC(=O)N1CCOCC1)c1ccc(N(C)C)cc1 (stereo not given)	12	·	·	13	·	·	-25	-4	-22
CCc1ccc(Cc2cnc(NC(=O)C3=NCCN3)s2)cc1	-14	2	6	14	3	-3	-10	0	-9
COc1cc2c(cc1OC)C1=C(C#N)CCC(=NC(=O)c3ccc(Cl)cc3)N1CC2	20	-1	4	9	-4	-6	-29	-2	-11[20 µM]
Cc1cc(NC(=O)COC(=O)C2CCN(S(=O)(=O)c3cccc(Cl)c3Cl)CC2)no1	-26	2	5	14	-6	-3	1	-5	-11[20 µM]
CN(Cc1ccccc1)C(=O)CCCn1c(=O)[nH]c2cc(Cl)ccc2c1=O	10	3	10	9	-2	-2	-3	1	-15[20 µM]
O=C(CSc1nc2ccccc2s1)NC1CCCC1	20	1	-1	5	-5	-15	-7	-11	0
COC(=O)/C=C1\SC(=Nc2ccc(Cl)c(Cl)c2)NC1=O	12	1	5	12	-3	-3	-11	14	-17
O=C1/C(=C/c2cccs2)CCC1C1CCCC1 (stereo not given)	21	3	3	3	-1	-10	-16	-3	-16
CCCCCCCCC(=O)N/N=C/c1ccccn1	7	-3	1	7	6	4	4	-12	-13[20 µM]
COc1ccc(OC)c(-c2cc(C(=O)Nc3sc4c(c3C#N)CCC(C)C4)c3ccccc3n2)c1 (stereo not given)	-15	0	-1	5	2	0	-17	-75	-10
O=C(C1=C[C@H](c2ccc(C(F)(F)F)cc2)C[C@H](OCc2ccc(CO)cc2)O1)N1CCOCC1	8	-1	-5	-7	0	1	-10	-6	-31
O=C(CCSCCc1ccccn1)Nc1cccc([N+](=O)[O-])c1	26	2	7	8	4	1	4	6	-24
O=c1[nH]n(-c2ccc(Cl)cc2)c(=O)c(Cl)c1Cl	6	0	0	8	7	-2	-8	-6	10
O=C(O)c1c[nH]c2cc(C(F)(F)F)ccc2c1=O	23	3	-4	10	1	-5	-16	-11	-13[20 µM]
O=C1c2oc3ccc(F)cc3c(=O)c2C(c2cccc(O)c2)N1CCCN1CCOCC1 (stereo not given)	0	-5	-1	11	11	8	-3	8	-7
CC(C)CNC(=O)CC(=O)N/N=C/c1ccc(Br)cc1	·	1	5	10	5	-3	-10	-6	-24
Cc1cccn2c(=O)c(/C=C3\SC(=S)NC3=O)c(NCCCN3CCOCC3)nc12	-15	9	-2	18	13	-2	-24	-90	4
COc1cccc(NC(=O)c2ccccc2-c2nc(-c3ccc(F)cc3)no2)c1	6	-2	4	10	2	-3	-1	-26	-13[20 µM]
Cc1ccc2nc(C(O)C(O)c3nc4ccc(C)cc4[nH]3)[nH]c2c1 (stereo not given)	10	2	4	3&12	-2	-10	5	-4	-13[20 µM]
O=C(CNC(=O)C1CCCCC1)NCCCO	17	1	7	6	2	1	9	-5	-31
O=C(Nc1cccc2ccccc12)C(=O)C1C(=O)Nc2ccccc21 (stereo not given)	-14	-2	4	8	10	-4	-26	-5	-11
COc1ccc(Cc2nc(-c3ccccc3)no2)cc1	-6	2	5	7	0	2	-4	-7	-5[20 µM]

Source: PubChem BioAssay
